Bioassay records: PubChem, several laboratories
Mtb FBA inh = inhibits M. tuberculosis FBA enzyme | P9WQA3 | purified M. tuberculosis FBA, fluorescence read-out | inhibition, % at 1 µM | 360,000 tested, 2.3% active; in the data active means inhibition above about 27%;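 further: 0% = vehicle and 100% = reference inhibitor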
Target sequence (P9WQA3 whole entry, looked up): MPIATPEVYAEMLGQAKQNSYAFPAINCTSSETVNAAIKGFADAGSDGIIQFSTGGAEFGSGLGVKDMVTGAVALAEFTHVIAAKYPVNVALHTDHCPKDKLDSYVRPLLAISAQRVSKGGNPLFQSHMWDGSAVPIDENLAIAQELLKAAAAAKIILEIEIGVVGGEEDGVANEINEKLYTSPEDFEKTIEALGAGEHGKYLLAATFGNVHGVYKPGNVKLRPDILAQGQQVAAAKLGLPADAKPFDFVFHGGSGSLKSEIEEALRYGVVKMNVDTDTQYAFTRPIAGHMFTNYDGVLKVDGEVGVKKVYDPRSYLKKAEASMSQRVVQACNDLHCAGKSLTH
TcdB inh = blocks C. difficile toxin B glycohydrolase activity; P18177; TcdB glycohydrolase enzymatic assay, plate reader; inhibition, % at 9.99 µM; 350,000 tested, 0.24% active; AID 652162; in the data active means inhibition above about 10%
Mtb BioA inh = blocks M. tuberculosis BioA enzyme activity; 360,000 tested, 0.096% active; AID 602481; inhibition, % at 9.99 µM; purified M. tuberculosis BioA enzyme, plate reader; in the data active means inhibition above about 40%
PfHsp40 yeast = restores yeast growth despite PfHsp40 toxicity | growth rescue, % at 12.5 µM | S. cerevisiae expressing PfHsp40, growth rescue, ATP luminescence | AID 504582 | 340,000 tested, 0.68% active; in the data active means growth rescue above about 28%, passing the limit was not always enough;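 further: yeast W303a lacking pdr1 and pdr3 grown in galactose medium; growth measured after three days at 30 °C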
Yp Topo-I inh = blocks Yersinia pestis topoisomerase I activity; Y. pestis Topo-I cleavage product accumulation, plate reader; 360,000 tested, 0.064% active; activity, % at 10 µM; in the data active means activity above about 50%, passing the limit was not always enough; further: inactives centre near 2
Mtb UGM inh = Mtb UDP-galactopyranose mutase inhibition; P9WIQ1; purified UGM, fluorescence polarization probe displacement; inhibition, % at 10 µM; 320,000 tested, 0.06% active; in the data active means inhibition above about 10%, passing the limit was not always enough
Target sequence (P9WIQ1 whole entry, looked up): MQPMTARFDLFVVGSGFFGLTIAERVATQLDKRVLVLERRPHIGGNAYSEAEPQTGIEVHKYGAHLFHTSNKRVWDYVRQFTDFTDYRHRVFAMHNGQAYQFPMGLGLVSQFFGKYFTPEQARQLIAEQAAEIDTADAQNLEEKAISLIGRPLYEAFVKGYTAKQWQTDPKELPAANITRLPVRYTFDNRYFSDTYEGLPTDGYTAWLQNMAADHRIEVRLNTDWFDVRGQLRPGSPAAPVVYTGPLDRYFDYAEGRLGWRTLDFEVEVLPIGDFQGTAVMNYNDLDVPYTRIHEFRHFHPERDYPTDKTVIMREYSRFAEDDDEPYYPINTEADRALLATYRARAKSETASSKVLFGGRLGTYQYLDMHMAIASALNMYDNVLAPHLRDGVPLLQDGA
GDH-TPI counter = inhibits GDH-TPI coupling enzymes, artifact for Mtb FBA screen. GDH-TPI coupled enzyme counterscreen, NADH absorbance. inhibition, % at 4.8 µM. 360,000 tested, 1.2% active; in the data active means inhibition above about 30%;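 further: 0% = DMSO wells and 100% = wells lacking the enzyme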
BH1578 lux ind = induces V. cholerae light production without autoinducers. V. cholerae BH1578 lux reporter, luminescence, 6 h. activation, % at 18.7 µM. 350,000 tested, 0.16% active; in the data active means activation mostly above about 9.7%, no sharp cut-off; further: not every result past the cut was called active; inactives centre near 0; reference of the scale not given here
FadD28 binding = blocks FadD28 binding to the bisubstrate probe | fluorescence polarization | inhibition, % at 12.5 µM | 360,000 tested, 0.22% active; in the data active means inhibition above about 8.5%, passing the limit was not always enough
Numbers without * were called inactive; i = inactive; / = not tested or not shown; & = joins results of further samples.

1	COc1cccc(NC(=O)c2sc(Cl)nc2C)c1
2	CC(C)(C)c1ccc(C(=O)Nc2ccc(F)cc2)s1
3	CCn1c(=O)c2cc(C(=O)Nc3cccc(C(C)=O)c3)sc2c2ccccc21
4	CC(OC(=O)C1CCC(=O)N1)C(=O)Nc1cc(Cl)cc(Cl)c1 (centres undefined)
5	COc1ccccc1CCC(=O)Nc1ccc2c(c1)CN(CCCn1cccn1)CC2
6	Cc1ccc(/C=C/C(=O)Nc2cccc3ncccc23)o1
7	NC(=O)c1ccc(/C=N/O)nc1
8	Brc1ccc(-c2csc(N3CCCCCC3)n2)cc1
assay / entry	1	2	3	4	5	6	7	8
Mtb FBA inh	-2	0	1	4	0	3	0	-1
GDH-TPI counter	-6	-7	-1	1	4	4	-2	12
TcdB inh	1.4	3.1	2.8	/	-0.1	-7.0	1.4	0.1
Yp Topo-I inh	-7	6	4	-4	16	-12	4	7
Mtb UGM inh	-2.0	-2.6	1.3	0.8	0.5	0.8	-3.2	-3.4
PfHsp40 yeast	-1.4	0.2	0.2	-0.4	2.1	0.4	-2.2	-1.6
BH1578 lux ind	i	-1.5	-0.5	-0.3	i	-0.1	1.9	-0.2
FadD28 binding	-0.8	0.6	-1.7	-1.8	-2.9	-0.8	0.2	-2.3
Mtb BioA inh	7.3	/	/	/	-0.4	-1.9	/	0.9

9	Cc1ccccc1N1CCN(CC(=O)NCc2ccc(Cl)cc2)CC1
10	O=C(Oc1ccc2ccc(O)cc2c1)C1CCCCC1
11	Cc1cc(C)cc(N(CC(=O)Nc2cccc(C)n2)S(=O)(=O)c2c(C)noc2C)c1
12	COc1ccc(CCNC(=O)C/C(C)=N/NC(=O)Cc2cccc3ccccc23)cc1OC
13	Cc1ccc(SCc2nc3ccccc3n2CC(=O)Nc2ccc(Cl)cc2)cc1
14	CC(=O)N/C(=C/c1ccc2c(c1)OCO2)C(=O)N1CCOCC1
15	CCSc1nnc(NC(=O)CSc2nc3c(c(=O)n2C)SC(C)C3)s1 (centres undefined)
16	CCOC(=O)C(C)Sc1nc2c(c(=O)[nH]c(=O)n2C)n1CCc1ccccc1 (centres undefined)
assay / entry	9	10	11	12	13	14	15	16
Mtb FBA inh	0	0	2	-5	-2	11	-2	7
GDH-TPI counter	14	7	-6	8	-1	10	18	4
TcdB inh	-0.1	1.1	0.0	0.7	/	1.1	/	/
Yp Topo-I inh	5	-1	-7	7	21	2	-9	20
Mtb UGM inh	-3.0	2.6	1.1	0.8	-0.6	-3.4	-2.4	-0.6
PfHsp40 yeast	0.3	-0.4	-0.4	-1.1	0.3	-1.7	-1.7	-0.4
BH1578 lux ind	-2.4	-0.5	0.4	-0.5	-0.3	i	-0.9	-0.4
FadD28 binding	-0.6	-0.2	-2.7	-1.4	-0.5	-0.8	-1.6	-2.7
Mtb BioA inh	5.8	/	-0.6	/	/	-1.4	-0.3	-1.4

17	CC(=O)N1CCOc2ccc(S(=O)(=O)N3CCC(C(=O)NCc4ccc(F)cc4)CC3)cc21
18	CCCc1nnc(NC(=O)CCC(=O)NCc2ccc(Cl)cc2Cl)s1
19	Cc1ccc(NC(=S)N2CCC(N(C)CC3CCCO3)CC2)cc1 (centres undefined)
20	O=C(NCCOc1ccccc1F)C1CC(=O)N(c2ccc3c(c2)OCCO3)C1 (centres undefined)
21	COc1cc(O)c(C(CC(=O)N2CCCC2)c2ccc(N(C)C)cc2)c(OC)c1 (centres undefined)
22	COCCN1Cc2cccc(C(=O)NCCc3ccccc3)c2C1=O
23	OCC1CO1 (centres undefined)
24	CCN(CC)CCNC(=O)CSc1c2c(nc3cc(Cl)ccc13)CCCC2
assay / entry	17	18	19	20	21	22	23	24
Mtb FBA inh	17	1	2	-1	1	-1	-1	-2
GDH-TPI counter	9	3	11	-2	-8	10	8	14
TcdB inh	-1.1	0.4	0.1	-7.7	/	1.7	-0.3	1.4
Yp Topo-I inh	9	4	-2	9	-2	4	10	-11
Mtb UGM inh	0.2	0.3	-2.1	6.0	-2.5	-1.9	1.6	2.0
PfHsp40 yeast	-1.3	-0.6	-0.8	0.6	2.8	-0.8	9.7	0.2
BH1578 lux ind	-0.3	i	i	i	-0.3	-1.4	-0.5	-0.3
FadD28 binding	0.6	0.1	-0.2	-2.5	-0.2	-2.7	0.3	-10
Mtb BioA inh	0.3	-0.4	-0.3	10	-1.2	0.0	-1.0	/

Ordered by heavy-atom count (lowest first): three of the compounds above
23	OCC1CO1 (centres undefined)
24	CCN(CC)CCNC(=O)CSc1c2c(nc3cc(Cl)ccc13)CCCC2
21	COc1cc(O)c(C(CC(=O)N2CCCC2)c2ccc(N(C)C)cc2)c(OC)c1 (centres undefined)
assay / entry	23	24	21
Mtb FBA inh	-1	-2	1
GDH-TPI counter	8	14	-8
TcdB inh	-0.3	1.4	/
Yp Topo-I inh	10	-11	-2
Mtb UGM inh	1.6	2.0	-2.5
PfHsp40 yeast	9.7	0.2	2.8
BH1578 lux ind	-0.5	-0.3	-0.3
FadD28 binding	0.3	-10	-0.2
Mtb BioA inh	-1.0	/	-1.2

New compounds follow
25	Clc1ccc(OCCCn2ccnc2)c(Br)c1
26	CCCOc1ccc(C(=O)NCC(c2ccco2)N(C)C)cc1 (centres undefined)
27	CC(=O)c1cccc(NC(=O)Nc2csc3c2CCCC3)c1
28	Cc1cc(C)c(N=Cc2c(O)n(-c3nccs3)c(=O)c3ccccc23)c(C)c1
29	CCC(=O)NC(=S)Nc1ccc(S(=O)(=O)NC(C)C)cc1
30	COc1ccc(C2NC(=O)NC(C)=C2C(=O)OCc2ccccc2)cc1 (centres undefined)
31	CCOc1cc(N2CCOCC2)c(OCC)cc1NC(=O)c1ccc(NC(C)=O)cc1
32	CC(=O)c1ccc(S(=O)(=O)N(CC(=O)NC2CC2)Cc2ccc(F)cc2)cc1
assay / entry	25	26	27	28	29	30	31	32
Mtb FBA inh	-1	3	-4	5	4	0	0	1
GDH-TPI counter	0	3	2	11	24	-3	22	-10
TcdB inh	/	1.3	2.6	/	1.1	1.6	-2.0	3.6
Yp Topo-I inh	8	-4	-6	5	-12	10	5	-7
Mtb UGM inh	2.4	0.9	3.6	-0.4	0.1	0.4	0.3	/
PfHsp40 yeast	1.0	-1.2	0.3	3.9	0.7	0.0	0.2	0.4
BH1578 lux ind	0.0	-0.4	-0.3	3.5	-0.2	-1.2	-0.2	-0.7
FadD28 binding	-1.7	-2.8	0.7	-2.6	0.6	-0.4	1.2	-1.0
Mtb BioA inh	/	-1.0	-2.1	0.7	-3.4	-1.0	/	/

33	Cc1nn(C)c(C)c1S(=O)(=O)N1CCC(CO)(Cc2ccc(Cl)cc2)CC1
34	COC(=O)[C@@H](NS(=O)(=O)c1ccc(F)cc1Br)C(C)C
35	O=C(c1ccc2c3n(nc2c1)-c1ccc(Cl)cc1CO3)N1CCOCC1
36	CCOC(=O)c1c(C)[nH]c(C(=O)COC(=O)[C@H](C)NC(=O)c2ccccc2Cl)c1C
37	CCn1c(C)nc2cc(NC(=O)Nc3cccc(C(C)=O)c3)ccc21
38	CCOc1ccc(N(CC(=O)Nc2cc(C)ccc2C)S(=O)(=O)c2c(C)[nH]c(=O)[nH]c2=O)cc1
39	COC(=O)N/N=C/c1cccc(OCCSc2ccc(Cl)cc2)c1
40	Cc1cc(C)cc(N(CC(=O)N2CCCC2)S(C)(=O)=O)c1
assay / entry	33	34	35	36	37	38	39	40
Mtb FBA inh	-9	-2	3	0	-3	0	-1	0
GDH-TPI counter	-5	-1	7	11	0	-13	-3	0
TcdB inh	2.7	-1.5	0.7	-0.1	1.7	0.3	0.1	0.4
Yp Topo-I inh	5	2	14	17	5	5	1	3
Mtb UGM inh	2.3	/	-2.0	-1.8	-1.7	0.0	-1.2	-0.3
PfHsp40 yeast	0.8	/	0.1	1.0	1.5	1.1	1.7	4.4
BH1578 lux ind	-0.4	i	0.6	2.2	i	i	-1.7	-1.6
FadD28 binding	-4.5	-0.1	-0.5	-4.6	2.3	-1.7	-0.2	-2.7
Mtb BioA inh	/	1.7	0.7	/	/	-0.1	11	-1.4

41	C#CCNC(=O)C1=C[C@@H](c2cn(C(C)=O)c3ccccc23)C[C@@H](OCCCCO)O1
42	Cc1cc(C)n(CC(O)COc2ccccc2C)n1 (centres undefined)
43	Cc1cc(C)n(CC(=O)Nc2cccc(C(F)(F)F)c2)n1
44	O=[N+]([O-])c1cccc(S(=O)(=O)Nc2ccc(-c3ccc(N4CCOCC4)nn3)cc2)c1
45	COc1cccc(C2c3[nH]c4ccccc4c3CCN2Cc2cnc(C)s2)c1OC (centres undefined)
46	Nc1ccccc1SCc1ccccc1
47	Cc1cc(Cn2nc(-c3ccccc3)cc2C(=O)NCc2cccc(Br)c2)on1
48	O=C(Nc1ccc(S(=O)(=O)N2CCCC2)cc1)c1cccs1
assay / entry	41	42	43	44	45	46	47	48
Mtb FBA inh	1	-1	0	1	8	-2	-3	0
GDH-TPI counter	2	2	0	19	-2	-3	5	4
TcdB inh	1.1&0.3	1.9	0.8	-0.2	0.9	0.8	0.4	1.1
Yp Topo-I inh	17	-11	-1	-10	-9	-2	29	-7
Mtb UGM inh	-1.1	3.5	-1.3	0.7	1.4	-0.4	-0.7	-1.6
PfHsp40 yeast	-0.1	1.7	0.1	0.3	2.0	-0.4	0.4	-0.5
BH1578 lux ind	i	-0.3	-0.4	0.7	-0.6	-1.4	-1.1	-0.1
FadD28 binding	-0.3	-3.2	0.3	1.3	-1.7	-2.3	-1.1	-2.3
Mtb BioA inh	-1.5	-0.7	0.3	-0.3	2.7	-2.0	-0.7	/

49	COc1ccccc1C(=O)NNC(=O)C1CCN(C(=O)OC(C)(C)C)CC1
50	COc1cccc(NC(=O)COc2ccccc2)c1
51	O=C(Nc1ccn(Cc2c(F)c(F)c(F)c(F)c2F)n1)c1cccc(Cn2cc([N+](=O)[O-])cn2)c1
52	O=C(NCC1CCCCC1)c1ccc(F)c(S(=O)(=O)N2CCOCC2)c1
53	CCCN1CCN(CCNC(=O)Nc2ccccc2Cl)CC1
54	N#Cc1c(N2CCOCC2)nsc1-c1ccc(C(F)(F)F)cc1
55	CCC(C)c1ccccc1NC(=O)C1CCCO1 (centres undefined)
56	CCC(C)c1ccccc1NC(=O)COc1ccc(-n2cnnn2)cc1 (centres undefined)
57	CCn1cc(C(=O)NCc2ccncc2)c(=O)c2cc(F)c(N3CCN(C(=O)c4ccco4)CC3)cc21
assay / entry	49	50	51	52	53	54	55	56	57
Mtb FBA inh	1	-1	2	-1	2	2	0	4	42*
GDH-TPI counter	4	4	5	2	-1	1	0	2	9
TcdB inh	0.0	1.3	/	0.7	1.6	-1.0	/	0.3	1.1
Yp Topo-I inh	1	-1	-9	5	3	1	-6	-2	2
Mtb UGM inh	1.6	0.4	3.3	-0.4	-1.8	-3.5	-0.3	-2.8	-2.5
PfHsp40 yeast	-0.1	-0.1	-0.1	7.5	0.7	-1.1	-0.8	-0.4	/
BH1578 lux ind	-0.9	3.8	i	-1.1	-0.4	-0.6	-1.4	-0.9	i
FadD28 binding	0.5	-1.5	-1.5	-0.5	-3.5	0.0	1.6	-1.0	-3.5
Mtb BioA inh	-0.7	-0.3	/	-0.1	0.9	1.7	-1.2	-0.1	4.3
